# TNAP inh no acc: inhibitors of human TNAP without phosphate acceptor; P05186; purified TNAP, CDP-star luminescence, 30 min; inhibition, % at 20 µM; 200,000 compounds, 0.26% hits;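 active = tissue-nonspecific alkaline phosphatase inhibition above about 50% at 20 µM in the single-dose screen, limit read from the data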;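 also: 0% = DMSO negative control and 100% = EDTA positive control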
# Target sequence (P05186 whole entry, looked up): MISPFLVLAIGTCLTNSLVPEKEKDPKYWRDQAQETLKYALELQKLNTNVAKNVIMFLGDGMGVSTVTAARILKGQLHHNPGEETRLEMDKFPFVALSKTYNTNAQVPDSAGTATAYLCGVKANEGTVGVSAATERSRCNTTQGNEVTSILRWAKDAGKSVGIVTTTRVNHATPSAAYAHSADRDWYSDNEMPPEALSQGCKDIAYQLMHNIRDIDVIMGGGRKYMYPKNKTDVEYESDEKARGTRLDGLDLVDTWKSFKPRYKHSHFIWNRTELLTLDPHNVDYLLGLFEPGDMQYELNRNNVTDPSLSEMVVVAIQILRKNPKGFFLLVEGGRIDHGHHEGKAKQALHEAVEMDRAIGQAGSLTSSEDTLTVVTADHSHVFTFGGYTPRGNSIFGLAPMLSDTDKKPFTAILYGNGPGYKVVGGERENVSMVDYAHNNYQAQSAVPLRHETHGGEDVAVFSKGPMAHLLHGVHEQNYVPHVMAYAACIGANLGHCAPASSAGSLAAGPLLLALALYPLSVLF
# bIAP activator: increases bovine intestinal alkaline phosphatase activity; purified bovine IAP, CDP-star luminescence, 30 min; active compounds read high; fold of DMSO-control signal, blank-subtracted; activation factor at 20 µM; 200,000 compounds, 0.17% hits;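 active = activation factor of 2 or more at 20 µM, a signal rise over negative controls twice the positive control's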
# APP 5UTR inh: APP translation inhibition; inhibition, % at 2 µM; AID 1285; 190,000 compounds, 0.82% hits; SH-SY5Y APP 5'UTR-luciferase reporter, luminescence;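 active = inhibition above a set limit, derived from the sample mean plus 3 SD, cut at about 45% in these data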; also: values of inactives mirror those of a sister screen read the other way
# RAM network inh: blocks the yeast RAM network; S. cerevisiae dse1pr::URA3 reporter, 5-FOA growth OD615, 2 d; analog-sensitive cbk1-as2 kinase mutant strain; inhibition, % at 50 µM; 190,000 compounds, 1.8% hits;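 active = inhibition above a set limit, 3 SD over mean compound inhibition, cut at about 8.4% in these data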;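 also: 0% = DMSO-only wells with no growth and 100% = 10 µM 1-NA-PP1 full growth; inhibition rescues growth on 5-FOA so higher OD means more RAM inhibition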
# TNAP inh hi DEA: TNAP (human) inhibition, high acceptor | P05186 | 200,000 compounds, 0.03% hits | purified TNAP, CDP-star luminescence, 1 M DEA | inhibition, % at 20 µM;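 active = over 50% inhibition of tissue-nonspecific alkaline phosphatase at 20 µM in the single-dose screen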;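 also: plate controls were DMSO wells for no effect and EDTA-quenched wells as full inhibition for full effect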
# FLuc inh counter: inhibits firefly luciferase, flagging false hits in luciferase inhibition screens; inhibition, % at 10 µM; 200,000 compounds, 1.5% hits; AID 1006; ATPLite firefly luciferase biochemical luminescence, 10 min;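 active = inhibition above about 50% when tested at 10 µM, limit read from the data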
# Target sequence (P08659 whole entry, looked up): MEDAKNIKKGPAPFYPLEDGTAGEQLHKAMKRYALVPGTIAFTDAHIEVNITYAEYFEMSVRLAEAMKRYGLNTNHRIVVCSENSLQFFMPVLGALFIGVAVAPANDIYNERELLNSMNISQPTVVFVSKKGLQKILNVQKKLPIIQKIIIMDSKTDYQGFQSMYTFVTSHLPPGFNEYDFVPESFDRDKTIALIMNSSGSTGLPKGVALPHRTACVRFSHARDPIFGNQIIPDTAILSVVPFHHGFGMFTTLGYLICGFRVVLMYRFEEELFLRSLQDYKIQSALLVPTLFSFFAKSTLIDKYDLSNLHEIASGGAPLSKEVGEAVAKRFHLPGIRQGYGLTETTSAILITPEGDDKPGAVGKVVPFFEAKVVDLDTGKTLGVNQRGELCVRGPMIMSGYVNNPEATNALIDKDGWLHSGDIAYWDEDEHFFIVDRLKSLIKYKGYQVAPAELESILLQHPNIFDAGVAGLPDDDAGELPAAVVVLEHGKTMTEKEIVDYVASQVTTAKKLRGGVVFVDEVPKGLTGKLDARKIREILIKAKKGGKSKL
# TNAP act hi DEA: TNAP (human) activation, high acceptor. P05186. purified TNAP, CDP-star luminescence, 1 M DEA, 30 min; active compounds read high; 0 = EDTA background, 1 = DMSO-only activity. activation factor at 20 µM. 200,000 tested, under 10 active;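 active = activation factor at least 2 at 20 µM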
#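 Assay system: human TNAP; Input: enzyme diluted 1/800 final; Reagent: CDP-star luminogenic substrate at 100 µM final; Timing: 30 min, room temperature; Signal: luminescence; Evaluation: TNAP activation factor scaled between EDTA and DMSO control wells.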
# bIAP inh: blocks bovine intestinal alkaline phosphatase activity | purified bovine IAP, CDP-star luminescence, 30 min | inhibition, % at 20 µM | 190,000 tested, under 10 active | AID 1019;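 active = over 50% inhibition of intestinal alkaline phosphatase at 20 µM in the single-dose screen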
#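 test system = bovine IAP enzyme | medium = DEA buffer 100 mM, pH 9.8, with MgCl2 1.0 mM, ZnCl2 0.02 mM | detection = luminescence | dosing = single compound dose of 20 µM, 2% DMSO final | incubation = 30 min reaction at room temperature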
# L major viab: reduces viability of Leishmania major promastigotes; resazurin fluorescence viability; inhibition, % at 10 µM; 200,000 compounds, 9% hits; in the data active = inhibition above about 50%;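 also: promastigotes grown with compound for 44 hours at 28 °C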
# FLuc act counter: affects firefly luciferase, flagging false hits in luciferase stimulation screens. 200,000 tested, under 10 active. ATPlite luciferase biochemical, luminescence, 10 min; 0 = ATP-free wells, 1 = DMSO control. activation factor at 10 µM. AID 1027;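 active = luciferase activation factor, scaled between plate controls, of at least 2 with compound at 10 µM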
#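 Material: Luciferase/luciferin reagent mix; Doses: test compounds dosed from 2 mM stocks in 100% DMSO; Schedule: 10 min incubation after luciferase reagent addition, room temperature; Measured by: luminescence from luciferase reaction; Read-out: luminescence gain marking luciferase activators.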
# * marks the source's active call; other numbers are inactive results; i = inactive; x = no result given.
SMILES,TNAP inh no acc,bIAP activator,APP 5UTR inh,RAM network inh,TNAP inh hi DEA,FLuc inh counter,TNAP act hi DEA,bIAP inh,L major viab,FLuc act counter
O=C(CN1CCOCC1)Nc1ncccn1,-8,0.9,-3,1.9,-3,-4,1,6,-4,1
OC(CNC1CCCCC1)COCCOc1ccc(Br)cc1 (stereo not given),-10,0.9,-8,0.8,-5,-4,1,7,95*,1
CCN(C(=O)Cc1cccs1)c1nnc(-c2cccnc2)s1,-7,1,3,-1.0,2,3,1,3,-1,1
O=C(CSc1nccn1-c1ncc(C(F)(F)F)cc1Cl)c1ccc(Cl)cc1,-5,1.2,12,1.1,3,-1,1,-16,2,1
O=C1C2C3c4ccccc4C(c4ccccc43)C2c2nc3ccccc3n21 (stereo not given),-7,1,26,3.2,1,-1,1,-4,-1,1
COc1cccc(-c2ccc(C#N)c(SCC(=O)NCCc3ccc(Cl)cc3)n2)c1,-13,0.8,9,3.2,-3,-7,1,15,51*,1.1
Cc1[nH]n(-c2cccc(Cl)c2)c(=O)c1C=NCc1ccco1,2,1.2,-145,0.0,1,65*,1,-16,-6,0.3
Cc1cc(NC(=O)c2ccccc2NS(=O)(=O)c2c(C)c(C)cc(C)c2C)no1,-10,1.1,-21,5.3,2,-3,1,-7,2,1
Oc1c(C(Nc2nc3ccccc3s2)c2ccco2)ccc2cccnc12 (stereo not given),-32,1.1,68*,-0.7,-12,4,1.1,-15,100*,1
COc1ccc(C2NC3=C(CCCC3)C(C#N)(C#N)C2(C#N)C#N)cc1 (stereo not given),-7,1.1,4,1.8,1,-2,1,-5,8,1
Cc1ccccc1C(=O)N1CCC(C(=O)Nc2ccc(S(=O)(=O)N(C)C(C)C)cc2)CC1,-9,1.2,4,1.6,-5,-5,1,-25,-3,1
CC(CNCC1CCCO1)COc1ccccc1 (stereo not given),6,1.1,11,1.1,-2,-5,1,-5,62*,1
CCc1ccc(-n2c(Cc3ccccc3)n[nH]c2=S)cc1,-69,1,-7,1.0,2,8,1,-1,-7,0.9
Fc1ccc2c(c1)C(c1ccncc1)=NNC(c1cccnc1)=N2,-11,0.9,14,2.0,-6,1,1.1,9,-1,1
CCN(CC)C(=O)Cn1cc(C(=O)C(=O)N2CCCc3ccccc32)c2ccccc21,1,1.1,-10,0.7,4,0,1,-6,-7,1
CCOCCCNCc1ccc(OCCC(C)C)c(OC)c1,-19,1.4,-17,1.8,-3,-1,1,-43,85*,1
Cc1cc(C)nc(SCC(=O)N2CCOCC2)n1,-11,0.9,2,2.7,-8,-6,1.1,7,0,1.1
CN1C(=O)CC(N2CCN(C(=O)CN3CCCC3)CC2)C1=O (stereo not given),-2,0.9,-12,0.0,-4,-6,1,13,-5,1.1
COc1ccc(/C(N)=N/OC(=O)c2ccc(OC)c([N+](=O)[O-])c2)cc1OC,-4,1,-14,5.3,-6,-4,1.1,-2,14,1
COc1cccc(-c2noc(-c3ccc(Br)o3)n2)c1,-9,0.9,-95,2.5,-7,46,1.1,6,-15,0.5
CCCCCc1c(C)nc(Nc2nc(C)c3cc(OC)ccc3n2)[nH]c1=O,-22,1.6,5,1.8,-3,-2,1,-57,99*,1
CCCCCn1c(=NC(C)=O)c(C#N)cc2c(=O)n3ccccc3nc21,-16,1,-6,5.4,-4,-9,1,1,9,1.1
CCOC(=O)N1CCN(C(=O)Cc2ccsc2)CC1,-6,1,2,0.5,3,-3,1,5,-5,1
CC/C(=N\NC(=O)c1csc(C)c1C)c1cccs1,-2,1,-80,0.9,-5,81*,1.1,2,-5,0.2
CCn1c(C(C)NC(=O)c2cccs2)nc2ccccc21 (stereo not given),-14,0.9,-10,-0.5,-6,-8,1.1,11,-6,1.1
CC(C)CC(=O)NC(=S)Nc1ccc(F)cc1F,-6,1.2,-8,0.8,-3,0,1,-22,-1,1
O=S(=O)(Nc1nc2ccccc2nc1Nc1ccc(N2CCOCC2)cc1)c1cc(Cl)ccc1Cl,-3,1,-11,3.9,-3,5,1,-5,2,0.9
Cn1c(=O)[nH]c(=O)c2c1nc(N1CCCCCC1)n2CCCSc1nc2ccccc2o1,-9,6.8*,-11,0.3,-7,-12,1.1,i,33,1.1
CCOC(=O)N1CCC(NC(=O)CCCN2C(=O)CSc3ncccc32)CC1,-7,1,-6,0.8,-4,-6,1,-4,-4,1.1
COc1ccc(CCn2c(=O)[nH]c3cc(C(=O)NCCc4ccccc4)ccc3c2=O)cc1OC,-14,0.9,-18,2.1,-8,-5,1.1,5,-5,1
COC(=O)CC1C(C(=O)OC)ON2OC(C(=O)OC)C(C(=O)OC)C12 (stereo not given),-11,0.9,5,0.4,-2,-7,1,10,-2,1.1
CCOc1ccc(C(C)NC(=O)CCC(=O)O)cc1 (stereo not given),-22,0.8,14,0.3,-9,-6,1.1,16,22,1.1
COCCNC(=O)C(c1cccnc1)N(Cc1ccccc1)C(=O)Cn1nnc2ccccc21 (stereo not given),-15,1.1,-33,1.1,-8,-5,1.1,-10,-4,1
Nc1nc(N)nc(-c2ccc(Cl)cc2)n1,-12,0.9,-16,-0.1,-5,-1,1,11,1,1
CC1(C)CC(=O)C(C(C2=C(O)CC(C)(C)CC2=O)c2cccc(O)c2)C(=O)C1 (stereo not given),-8,0.9,-20,0.5,-4,-1,1,9,-7,1
Cc1nnc(NC(=O)c2cccc(S(=O)(=O)N3CCOCC3)c2)s1,-9,0.9,-9,0.5,-7,-7,1.1,7,2,1.1
Cc1ccc(-c2csc(NC(=O)CSC3=NCCS3)n2)cc1,-10,1,-7,2.9,1,3,1,1,12,1
CCOC(=O)CSc1nc(-c2ccccn2)ncc1OC,-2,1.1,1,2.6,-3,-8,1,-6,1,1.1
CC(=O)Nc1nnc(COc2ccccc2)s1,-11,0.9,-24,-0.4,-5,6,1.1,5,-5,0.9
C1CCN(c2nc3nonc3nc2N2CCCC2)C1,-9,1,6,1.4,-2,-2,1,-4,-8,1
CC(=O)/C=C1\N(C)c2ccc(C)cc2C1(C)C,-20,1,12,2.2,-4,-1,1,2,91*,1
CC12CC(NC(=O)N1c1cccc(C(=O)NCc3ccc4c(c3)OCO4)c1)c1cc(Cl)ccc1O2 (stereo not given),-17,1,16,5.6,-5,-7,1,4,6,1.1
Cc1ccc(S(=O)(=O)NCc2ccc(C(=O)NCCN(Cc3ccccc3)C(C)C)cc2)cc1,-17,0.9,11,-0.1,-8,-3,1.1,14,67*,1
CCOc1ccc(OCC)c(NC(=O)C(NS(=O)(=O)c2ccc3c(c2)oc(=O)n3C)C(C)C)c1 (stereo not given),-19,0.8,1,-0.1,-4,-9,1,18,-3,1.1
COc1cc(OC)cc(C(=O)Nc2ccc(S(=O)(=O)Nc3ncccn3)cc2)c1,-17,1,-6,3.5,-4,-8,1,-2,-4,1.1

# Full records as entered above. Screens in order: TNAP inh no acc	bIAP activator	APP 5UTR inh	RAM network inh	TNAP inh hi DEA	FLuc inh counter	TNAP act hi DEA	bIAP inh	L major viab	FLuc act counter
# Record of Cc1ccc(S(=O)(=O)NCc2ccc(C(=O)NCCN(Cc3ccccc3)C(C)C)cc2)cc1 → -17	0.9	11	-0.1	-8	-3	1.1	14	67*	1
# Record of CC1(C)CC(=O)C(C(C2=C(O)CC(C)(C)CC2=O)c2cccc(O)c2)C(=O)C1 (stereo not given) → -8	0.9	-20	0.5	-4	-1	1	9	-7	1
# Record of COc1cc(OC)cc(C(=O)Nc2ccc(S(=O)(=O)Nc3ncccn3)cc2)c1 → -17	1	-6	3.5	-4	-8	1	-2	-4	1.1

# Later entries:
SMILES,TNAP inh no acc,bIAP activator,APP 5UTR inh,RAM network inh,TNAP inh hi DEA,FLuc inh counter,TNAP act hi DEA,bIAP inh,L major viab,FLuc act counter
CCN(CC)c1ccc2cc(S(=O)(=O)c3ccc(Cl)cc3)c(=O)oc2c1,-2,0.7,-15,4.6,4,-11,1,31,-1,1.1
CC(Oc1ccc(NC(=O)c2ccco2)cc1)C(=O)N1c2ccccc2CC1C (stereo not given),-9,1,3,0.0,-7,-2,1.1,-1,58*,1
O=[N+]([O-])c1cccc(-n2nnnc2CN2CCCCCC2)c1,-8,0.8,-2,2.0,1,-4,1,17,-1,1
N#CCCN(C(=O)COC(=O)Cc1ccc(Br)cc1)c1ccccc1,-14,1,24,1.2,-3,-1,1,2,1,1
Cc1ccc(C)c(NC(=O)Cc2nc(CCl)cs2)c1,12,0.7,7,1.7,-3,-7,1,30,11,1.1
CCCNC(=O)Cn1c2ccccc2c2nc(=O)cc(C)n21,-11,1.1,10,1.8,0,3,1,-6,4,1
O=C(Nc1cc(Cl)ccc1Cl)C1CC(=O)N(c2ccccc2)C1 (stereo not given),-18,0.9,-11,2.9,-4,-8,1,7,7,1.1
CC(C)(C)OC(=O)NCCc1nnc(SCC(=O)Nc2cccc(Cl)c2)o1,-19,1,-5,2.2,-5,-7,1,-1,-4,1.1
COc1cc2c(-c3ccccc3O)nc3c(c(C)nn3-c3ccccc3)c2cc1OC,-13,1,12,2.2,2,-4,1,1,-5,1
COc1cccc(CNC(=O)C2CCN(S(=O)(=O)c3c(C)nn(C)c3C)CC2)c1,-22,1,2,-0.6,-8,-6,1.1,1,-8,1.1
COc1ccccc1NC(=O)COC(=O)/C=C/c1ccccc1[N+](=O)[O-],-11,0.9,8,2.9,1,-4,1,6,-2,1
COc1cccc(C(=O)O/N=C(\N)c2ccc([N+](=O)[O-])cc2)c1,-9,1,-54,0.6,-2,32,1,0,-1,0.7
O=S(=O)(c1ccc(OCc2nc3ccccc3s2)c(Cl)c1)N1CCOCC1,1,1,-16,4.3,-7,-3,1.1,-2,18,1
COc1ccc(-c2nn(-c3ccccc3)cc2/C=N/NC(=S)NC(C)C)cc1OC,-65,0.8,-19,6.6,-4,-7,1,20,61*,1.1
CSc1ccccc1NC(=O)Cc1ccccc1[N+](=O)[O-],-8,1,14,0.4,-3,-2,1,-2,1,1

# APP 5UTR inh, entries above that show a hit.
smiles | TNAP inh no acc | bIAP activator | APP 5UTR inh | RAM network inh | TNAP inh hi DEA | TNAP act hi DEA | bIAP inh
Oc1c(C(Nc2nc3ccccc3s2)c2ccco2)ccc2cccnc12 (stereo not given) | -32 | 1.1 | 68* | -0.7 | -12 | 1.1 | -15

# Going on with the list:
SMILES,TNAP inh no acc,bIAP activator,APP 5UTR inh,RAM network inh,TNAP inh hi DEA,FLuc inh counter,TNAP act hi DEA,bIAP inh,L major viab,FLuc act counter
Cc1cc2nc(C3CCN(Cc4nnnn4Cc4cccs4)CC3)[nH]c2cc1C,2,0.5,4,1.1,-4,-5,1,x,30,1.1
N#CC1=C(N)N2C(=C(C#N)C1c1cccc(Br)c1)Nc1ccccc12 (stereo not given),1,0.9,8,8.9*,-4,-6,1,7,7,1.1
O=c1c2[nH]c3ccccc3c2ncn1Cc1ccncc1,-14,1.1,-2,-0.3,-3,-2,1,-5,-1,1
O=C(c1ccco1)N1CCN(Cc2cccc([N+](=O)[O-])c2)CC1,-9,1.1,10,2.2,-2,-5,1,-5,-12,1.1
O=C(CCS(=O)(=O)c1cccc2nsnc12)N1CC(=O)N(CCc2ccccc2)C(=O)C1,-7,0.9,-12,3.6,-4,-5,1,10,-1,1.1
NC(=O)CSc1cn(Cc2ccc(F)cc2)c2ccccc12,-7,1,-8,4.3,-5,-6,1,-2,0,1.1
CCOc1ccc(CN(Cc2ccco2)C(c2cccs2)c2nnnn2C(C)(C)C)cc1 (stereo not given),-7,0.9,-19,15*,-8,0,1.1,7,73*,1

# Screens: PubChem BioAssay, several laboratories
